AHR act = activates the human aryl hydrocarbon receptor. P35869. AHR-responsive luciferase reporter cells, luminescence. activation, % at 5 µM. 320,000 compounds, 2.5% hits; in the data active = activation above about 47%;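 note: 0% = vehicle wells and 100% = reference agonist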
Target sequence (P35869 whole entry, looked up): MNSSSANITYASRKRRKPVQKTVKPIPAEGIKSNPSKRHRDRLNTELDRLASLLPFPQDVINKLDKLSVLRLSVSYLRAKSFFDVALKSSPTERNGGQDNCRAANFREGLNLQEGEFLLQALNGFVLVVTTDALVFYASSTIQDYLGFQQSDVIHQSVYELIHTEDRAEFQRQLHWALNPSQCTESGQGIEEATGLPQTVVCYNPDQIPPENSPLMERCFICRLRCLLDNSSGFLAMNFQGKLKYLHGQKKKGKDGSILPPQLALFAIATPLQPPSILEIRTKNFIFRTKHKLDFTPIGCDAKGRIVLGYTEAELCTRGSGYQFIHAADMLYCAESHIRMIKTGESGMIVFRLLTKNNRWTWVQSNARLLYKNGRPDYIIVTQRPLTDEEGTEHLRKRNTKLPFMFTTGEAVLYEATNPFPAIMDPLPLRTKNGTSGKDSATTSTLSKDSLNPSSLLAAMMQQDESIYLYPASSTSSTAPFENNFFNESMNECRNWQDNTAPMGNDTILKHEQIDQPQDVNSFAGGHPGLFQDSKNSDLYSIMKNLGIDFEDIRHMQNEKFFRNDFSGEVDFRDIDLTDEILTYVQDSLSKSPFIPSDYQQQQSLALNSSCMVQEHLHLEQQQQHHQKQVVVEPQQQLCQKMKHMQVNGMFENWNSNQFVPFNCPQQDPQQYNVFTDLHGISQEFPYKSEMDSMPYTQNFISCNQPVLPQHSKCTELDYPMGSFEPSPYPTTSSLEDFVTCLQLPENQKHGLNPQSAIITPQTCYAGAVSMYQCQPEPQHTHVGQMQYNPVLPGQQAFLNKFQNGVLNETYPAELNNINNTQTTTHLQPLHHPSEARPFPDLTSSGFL
CIT2-GFP yeast = alters CIT2-GFP fluorescence in TOR pathway yeast screen | S. cerevisiae CIT2-GFP strain, flow cytometry, 3 h; 100 means same as DMSO wells | 320,000 compounds, 0.065% hits | GFP response vs DMSO, % at 10 µM;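 active = GFP response relative to DMSO above a set limit, near the screen mean plus 3 SD, cut at about 150% in these data; inconclusive = Fewer than 70 cells measured for a yeast strain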;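 note: ratio of well median GFP fluorescence to mean of DMSO wells on the plate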
LAP4 TOR yeast = alters LAP4-GFP fluorescence in TOR pathway yeast screen. S. cerevisiae LAP4-GFP multiplex, flow cytometry GFP, 3 h; median GFP as percent of DMSO wells. GFP response vs DMSO, % at 10 µM. 320,000 compounds, 0.34% hits;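 active = GFP response vs DMSO above a set limit, about the screen mean plus 3 SD, cut at about 150% in these data; inconclusive = under 70 cell events counted for the yeast strain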
Efflux pump mplx = inhibitors of Candida antifungal efflux pumps expressed in yeast; AID 485275; 330,000 compounds, 0.44% hits; inhibition, % at 10 µM; S. cerevisiae Candida pump triplex, Nile Red efflux;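 active = plate passing quality check with inhibition over a set limit, or well fluorescence over plate mean plus 4 SD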;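 note: Nile Red retained in pooled yeast measured as flow cytometry median fluorescence; 0% = buffer negative control and 100% = Enniatin B positive control; higher means more Nile Red kept so more efflux inhibition; some compounds called inactive have numbers as strong as hits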
AGP1 TOR yeast = yeast TOR pathway AGP1-GFP modulation; S. cerevisiae AGP1-GFP multiplex flow cytometry, 3 h; GFP as percent of DMSO wells; GFP response vs DMSO, % at 10 µM; 320,000 compounds, 0.02% hits;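 active = GFP response relative to DMSO above a set limit, near screen average plus 3 SD, cut at about 150% in these data; inconclusive = fewer than 70 cells counted for the yeast strain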;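 note: median GFP channel fluorescence of the gated AGP1 strain per well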
MEP2-GFP yeast = yeast TOR pathway MEP2-GFP modulation; S. cerevisiae MEP2-GFP strain, flow cytometry GFP, 3 h; 100% = DMSO control level; GFP response vs DMSO, % at 10 µM; 330,000 compounds, 0.51% hits; AID 2016;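 active = GFP response versus DMSO above a set limit, roughly screen mean plus 3 SD, cut at about 180% in these data; inconclusive = fewer than 70 cells counted for a yeast strain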;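 note: median GFP fluorescence of the barcode-gated MEP2-GFP cells per well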
Yeast superoxide = yeast age-related superoxide inhibition as caloric restriction mimetic; S. cerevisiae aged cells, superoxide DHE fluorescence; active compounds read low; superoxide response (% of plate mean), % at 10 µM; 330,000 compounds, 0.18% hits; AID 2690;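 active = superoxide response under a set limit, about three screen SD below normal, cut at about 65% in these data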;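 note: yeast aged for seven days with compound at 30 °C before DHE staining; 100% = average MFI of all compound-treated wells on the plate with controls excluded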
RPL19A TOR yeast = yeast TOR pathway RPL19A-GFP modulation. S. cerevisiae RPL19A-GFP strain, flow cytometry, 3 h; active compounds read low. AID 2025. 330,000 compounds, 0.3% hits. percent response vs DMSO, % at 10 µM;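 active = percent response vs DMSO below 50%; inconclusive = fewer than 70 events counted for the yeast strain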;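 note: median channel GFP fluorescence of the barcoded RPL19A-GFP strain; ratio of sample median GFP to plate DMSO average so 100% = DMSO; lower means less RPL19A-GFP as with rapamycin TOR inhibition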
The depositor's hits bear a star; ? = inconclusive; . = no result given; [ ] = remark or other dose. Compounds as they come; about 3.9% have a hit in one of these screens.

SMILES | AHR act | CIT2-GFP yeast | LAP4 TOR yeast | Efflux pump mplx | AGP1 TOR yeast | MEP2-GFP yeast | Yeast superoxide | RPL19A TOR yeast
CN(C)S(=O)(=O)c1ccc(C(=O)OC2CCOC2=O)cc1 (configuration not stated) | 5 | 101 | 102 | 1.5* | 103 | 99 | 108 | 103
CS(=O)(=O)c1cccc(-c2nnc(NC(=O)C3=COCCO3)o2)c1 | 1 | 96 | 106 | 0.0 | 104 | 97 | 105 | 96
Cc1ccnc(SC2CC(=O)N(c3ccc(Cl)cc3)C2=O)n1 (configuration not stated) | . | 101 | 97 | -0.1 | 104 | 104 | 101 | 103
CC(O)CNCCCOc1cccc(Oc2ccccc2)c1 (configuration not stated) | -1 | 102 | 97 | -0.1 | 83 | 124 | 91 | 72
CN(C)S(=O)(=O)c1ccc(Cl)c(NC(=O)COC(=O)c2ccc3c(c2)NC(=O)CS3)c1 | 0 | 101 | 96 | -0.1 | 99 | 105 | 102 | 100
CC(=O)c1ccc(NC(=O)CCC(=O)OCC(=O)c2cccc([N+](=O)[O-])c2)cc1 | -4 | 107 | 106 | -0.1 | 113 | 114 | 90 | 110
COc1ccc(C)cc1N(CC(=O)Nc1cccnc1)S(=O)(=O)c1ccccc1 | 15 | 86 | 103 | 0.2 | 106 | 97 | 94 | 91
O=S(=O)(NCCSc1ccc(Cl)cc1)c1ccc(F)cc1 | -1 | 84 | 97 | 0.0 | 96 | 100 | 101 | 97
O=C(NCCCN1CCCC1=O)Nc1ccc(Cl)cc1 | 5 | 105 | 101 | 0.0 | 106 | 102 | 108 | 98
COc1ccc(C(=O)c2ccc(N3CCOCC3)c([N+](=O)[O-])c2)cc1 | -2 | 96 | 110 | 0.1 | 101 | 104 | 93 | 102
Cc1ccc(NC(=O)CN(C)C(=O)c2ccc(-n3cncn3)c([N+](=O)[O-])c2)cc1 | 1 | 104 | 100 | -0.1 | 105 | 105 | 98 | 102
COc1ccc(Cl)cc1NC(=O)CN(C)C(=O)c1ccc(C)s1 | 31 | 100 | 107 | 0.1 | 114 | 101 | 99 | 103
CC(C)S(=O)(=O)c1cnc(-c2ccccn2)nc1N | 0 | 97 | 113 | -0.1 | 105 | 96 | 102 | 98
COc1ccccc1OCC(=O)N/N=C/c1c(O)ccc2ccccc12 | 51* | 102 | 98 | 0.0 | 99 | 91 | 90 | 91
Cc1ccn2cc(C34CC5CC(CC(C5)C3)C4)nc2c1 | 21 | 98 | 99 | 0.0 | 97 | 99 | 101 | 96
Clc1ccc(-c2nnc(SCc3ccon3)o2)c(Cl)c1 | -4 | 76 | 82 | 0.0 | 82 | 90 | 100 | 114
COc1ccccc1C(NC(=O)CC(C)C)c1c(O)ccc2ccccc12 (configuration not stated) | 4 | 92 | 79 | 0.9 | 86 | 94 | 103 | 93
Cc1cccc(C)c1OCc1cc(C(=O)N(C)CCc2ccccn2)no1 | 12 | 101 | 103 | -0.2 | 110 | 99 | 92 | 95
COc1cc2c(cc1OC)C(C(=O)Nc1cccc(C)n1)C(c1cccnc1)N(C)C2=O (configuration not stated) | 1 | ? | 77[may fluoresce violet] | -0.1 | ? | 256*[may fluoresce violet] | 84 | 49*[may fluoresce violet]
O=S(=O)(NC1CCCCC1N1CCN(c2ccccc2F)CC1)c1ccc(Cl)cc1 (configuration not stated) | 0 | 116 | 100 | 0.0 | 104 | 107 | 83 | 108
O=C(Nc1ccc2nsnc2c1)N1CCCCC1 | 2 | 106 | 105 | 0.1 | 102 | 104 | 96 | 101
C=CCn1c(SCC(=O)/C(C#N)=C(\C)N)nc2sc(C)c(C)c2c1=O | 2 | 103 | 99 | 0.0 | 104 | 98 | 83 | 100
COC(=O)c1ccc(Nc2cc(C)nc3ncnn23)cc1 | 4 | 92 | 100 | 0.0 | 100 | 106 | 107 | 101
NN(CCO)C(=S)Nc1ccc(Cl)cc1 | 5 | 103 | 92 | -0.1 | 98 | 93 | 100 | 100
COCCn1c(SCC#N)nnc1-c1ccccc1O | 18 | 105 | 99 | -0.3 | 96 | 101 | 94 | 97
COc1ccccc1NC(=O)C(=O)N1N=C(C(C)C)CC1(O)C(F)(F)F (configuration not stated) | 2 | 104 | 109 | 0.1 | 106 | 106 | 114 | 103
COc1ccccc1NC(=O)Nc1ccccc1C(N)=O | -2 | 102 | 95 | 0.1 | 106 | 105 | 98 | 107
CCCCNC(=O)CC1N=C2c3ccccc3N=C(SCC(=O)Nc3ccccc3OC)N2C1=O (configuration not stated) | 3 | 104 | 103 | 0.1 | 99 | 104 | 96 | 98
COc1cccc(C(=O)NNC(=O)c2ccccc2)c1 | . | 105 | 95 | -0.1 | 104 | 100 | 90 | 104
Clc1ccccc1OCCn1nnc2ccccc21 | 4 | 97 | 109 | 0.1 | 98 | 103 | 98 | 97
Cc1cc(-c2ccc(S(=O)(=O)N3CCN(c4cccc(C(F)(F)F)c4)CC3)s2)on1 | 0 | 98 | 94 | 0.0 | 96 | 106 | 99 | 101
CC1(C)Cc2c(C#N)c(SCc3nc4ccccc4[nH]3)nc(N3CCOCC3)c2CO1 | 8 | 96 | 104 | 0.1 | 103 | 95 | 109 | 103
O=C(CSc1nncs1)N1CCN(S(=O)(=O)c2ccccc2)CC1 | 3 | 96 | 100 | 0.3 | 97 | 98 | 113 | 97
CC1CN(C(=O)COC(=O)c2ccc(S(=O)(=O)N(C)C)cc2)CC(C)O1 (configuration not stated) | 1 | 105 | 99 | -0.1 | 110 | 105 | 88 | 102
CCOc1ccc(CN(C)CC(=O)c2c(N)n(Cc3ccccc3)c(=O)n(CC)c2=O)cc1OC | -1 | 90 | 101 | 0.2 | 100 | 97 | 116 | 93
Cc1ccc(SCC(=O)NCc2ccco2)cc1 | 3 | 99 | 101 | 0.0 | 106 | 93 | 106 | 98
CCc1cc2c(=O)n(CCC(C)C)c(=S)[nH]c2s1 | 11 | 99 | 103 | 0.1 | 98 | 103 | 112 | 96
COCCCNc1ccc([N+](=O)[O-])cc1C(=O)Nc1cccc(C)n1 | 17 | 118 | 117 | -0.1 | 115 | 106 | 100 | 100
Clc1ccc(OCCN2CCCCC2)cc1Cl | -2 | 108 | 90 | 0.9 | 97 | 96 | 105 | 105
O=C(O)CC(=O)Nc1ccc(Oc2ccc(C(F)(F)F)cn2)c(Cl)c1 | 3 | 99 | 98 | 0.0 | 97 | 96 | 92 | 94
CCOC(=O)[C@H]1[C@H]2COc3ccc(C)cc3[C@@H]2N2C(=O)c3cc(Br)ccc3NC(=O)[C@@]12C | 12 | 87 | 92 | 0.0 | 99 | 93 | 110 | 94
COc1cc(NC(N)=S)c(OC)cc1Cl | -1 | 99 | 113 | 0.1 | 110 | 105 | 100 | 104
Cc1cc(-n2c(C)cc(C(=O)CN3C(=O)NC4(CCCC4)C3=O)c2C)no1 | 4 | 89 | 99 | 0.2 | 95 | 96 | 116 | 96
CCOC(=O)c1c(CSc2ccccc2)n(C)c2cc(Br)c(O)c(CN(C)C)c12 | 5 | 94 | 102 | -0.1 | 99 | 90 | 103 | 92
CCCN(CC(=O)Nc1ccc(C(C)=O)cc1)CC(=O)Nc1ccccc1C | 2 | 95 | 92 | 0.2 | 97 | 107 | 110 | 98
CNC(=O)c1cc(C(=O)c2ccccc2C(F)(F)F)c[nH]1 | -2 | 104 | 99 | 0.0 | 109 | 99 | 84 | 97
O=C(O)CCC(=O)N1c2ccccc2NC2=C(C(=O)CC(c3ccc(F)cc3)C2)C1c1ccc([N+](=O)[O-])o1 (configuration not stated) | 5 | 97 | 101 | 0.2 | 101 | 102 | 115 | 98
CCCOc1c(Cl)cc(C(=O)Nc2ccc3c(c2)OCO3)cc1OCC | 12 | 104 | 100 | -0.1 | 103 | 105 | 89 | 101
CC(C)(C)/C=N/NC(=O)C1CC1 | 23 | 104 | 104 | 0.0 | 105 | 96 | 101 | 96
COc1cnn(-c2ccccc2)c(=O)c1N(C)C | 4 | 101 | 108 | -0.3 | 102 | 103 | 97 | 101
More structures follow:
SMILES | AHR act | CIT2-GFP yeast | LAP4 TOR yeast | Efflux pump mplx | AGP1 TOR yeast | MEP2-GFP yeast | Yeast superoxide | RPL19A TOR yeast
CCS(=O)(=O)c1nn2c(N)c(/C=C3/C=CC(=O)C(OC)=C3)c(=O)nc2s1 | 3 | 112 | 80 | 0.3 | 97 | 108 | 117 | 110
Fc1ccc(NC(=S)Nc2cc(Cl)ccc2Cl)cc1 | 8 | 102 | 105 | -0.1 | 106 | 100 | 97 | 95
CSc1ccc(CN(C)C(=O)CNC(=O)c2sc3ccccc3c2Cl)cc1 | 0 | 123 | 90 | 0.2 | 98 | 102 | 116 | 95
COc1cccc(NC(=O)CC(c2ccc(OC(C)C)cc2)c2ccccc2OC)c1 (configuration not stated) | 0 | 93 | 106 | -0.1 | 97 | 98 | 95 | 94
CC(C)CC(COCc1ccc(Cl)cc1)N1CCN(C(=O)c2ccc(C(F)(F)F)cc2)CCC1=O (configuration not stated) | 2 | 72 | 122 | 0.2 | 74 | 88 | 90 | 94
C=CCn1cc(/C=N\NC(=O)c2cc3c(ccc4ccccc43)o2)c2ccccc21 | -1 | 112 | 109 | 0.0 | 110 | 111 | 120 | 103
NNC(=O)c1cc2cc(OC(F)(F)F)ccc2[nH]1 | 21 | 97 | 119 | 0.5 | 103 | 104 | 105 | 107
N#C/C(=C/c1ccc(-c2ccccc2[N+](=O)[O-])o1)C(=O)NCCN1CCCCC1 | 12 | 100 | 106 | 0.2 | 107 | 98 | 99 | 95
Cc1ccc(C)c(N2CCN(C(=O)Cc3c(C(=O)O)[nH]c4ccc(Cl)cc34)CC2)c1 | 2 | 105 | 102 | -0.2 | 104 | 103 | 123 | 100
O=C(COC(=O)CNS(=O)(=O)c1ccc(F)c(F)c1F)NCCc1ccccc1 | 41 | 94 | 95 | -0.1 | 90 | 102 | 103 | 95
Cc1c(CN2CCCC(C)C2)c(O)n(CCO)c(=O)c1C#N (configuration not stated) | 1 | 99 | 104 | -0.1 | 108 | 103 | 95 | 101
CC(C)Sc1nc(O)c(Cc2ccccc2)c(=O)[nH]1 | 1 | 105 | 99 | 0.0 | 103 | 99 | 96 | 100
O=C(/C(=C/O)N=Nc1ccccc1)c1ccc(Cl)cc1 | 1 | . | 107 | 0.3 | 96 | 97 | 91 | 100
CN1CCN(C(=O)CN(C2CCCCC2)S(=O)(=O)c2ccc(Br)cc2)CC1 | 3 | 104 | 99 | -0.1 | 100 | 100 | 109 | 100
Cc1cc(-c2nnc(-c3cccc(C(F)(F)F)c3)o2)no1 | -3 | 95 | 110 | 0.0 | 101 | 99 | 109 | 99
CCN(CC)c1ccc(S(=O)(=O)N2CCCCC2)cc1NC(=O)C1=COCCO1 | 3 | 84 | 100 | 0.3 | 96 | 98 | 101 | 94
CNC(=O)c1ccc(NC(=O)c2cc(S(=O)(=O)N3CCOCC3)ccc2N2CCCC2)cc1 | 1 | 103 | 109 | -0.2 | 107 | 103 | 100 | 104
O=C(c1ccccc1)N1N=C(C(F)(F)F)CC1(O)c1ccccc1 (configuration not stated) | 1 | 98 | 86 | -0.2 | 96 | 99 | 94 | 106
CCOC(=O)CSc1ncnc2c1sc1nc(N3CCOCC3)c3c(c12)CCCC3 | 0 | 88 | 95 | 0.1 | 91 | 92 | 110 | 91
C/C(CCc1oc2ccc(Cl)cc2c1-c1ccc(C)o1)=N\O | 29 | 97 | 107 | 0.1 | 103 | 109 | 107 | 100
